MEX-5 binding – C. elegans MEX-5 TCR-2 RNA binding activity; 300,000 tested, 0.38% active; activity score (negative = inhibition of binding), % at 10 µM; MEX-5/FITC-TCR2 RNA binding, fluorescence polarization; hits give low values; Q9XUB2;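 active = inhibition past about -25% in most replicates, and total fluorescence under double the plate's negative control median, limit read from the data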;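 note: 0% = DMSO and -100% = 5 µM competing unlabeled TCR2 RNA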
GSTO1 inh – blocks human GSTO1 in RBBP9 counter-screen; 300,000 tested, 1.1% active; AID 1974; recombinant GSTO1, activity-based probe fluorescence polarization; inhibition, % at 5.96 µM; P78417;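 active = inhibition above the campaign mean inhibition plus 3 SD, cut at about 35% in these data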;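 note: 0% = GSTO1-1 with DMSO and 100% = wells lacking GSTO1-1 enzyme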
TPT1 inhibitor – blocks Candida albicans tRNA 2'-phosphotransferase; inhibition, % at 5 µM; recombinant caTPT1, FP RNA substrate dephosphorylation; AID 1962; 300,000 tested, 0.81% active;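 active = inhibition above the mean of all tested compounds plus 3 SD, set per screening campaign, cut at about 24% in these data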;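 note: plate controls were DMSO alone for no effect and ferristatin control at 100 nM for full effect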
GLD-1 TGE inh – GLD-1-TGE RNA interaction inhibition (C. elegans) | AID 2280 | 320,000 tested, 0.44% active | purified GLD-1 + fluorescein TGE RNA, fluorescence polarization | Q17339 | inhibition, % at 5.96 µM;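 active = percent inhibition above a per-plate cutoff, the plate mean of test compounds plus 3 SD, cut at about 30% in these data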;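 note: 0% = DMSO wells with GLD-1 and probe and 100% = wells lacking GLD-1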
PAD4 FP inh – PAD4 (human) enzyme inhibition; Q9UM07; recombinant PAD4, RCA probe fluorescence polarization; inhibition, % at 6.36 µM; 330,000 tested, 0.41% active; AID 485272;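 active = percent inhibition above a cutoff equal to the mean of all tested compounds plus 3 SD, cut at about 15% in these data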;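 note: 0% = PAD4 with RCA probe and DMSO and 100% = probe without PAD4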
Target sequence (Q9UM07 whole entry, looked up): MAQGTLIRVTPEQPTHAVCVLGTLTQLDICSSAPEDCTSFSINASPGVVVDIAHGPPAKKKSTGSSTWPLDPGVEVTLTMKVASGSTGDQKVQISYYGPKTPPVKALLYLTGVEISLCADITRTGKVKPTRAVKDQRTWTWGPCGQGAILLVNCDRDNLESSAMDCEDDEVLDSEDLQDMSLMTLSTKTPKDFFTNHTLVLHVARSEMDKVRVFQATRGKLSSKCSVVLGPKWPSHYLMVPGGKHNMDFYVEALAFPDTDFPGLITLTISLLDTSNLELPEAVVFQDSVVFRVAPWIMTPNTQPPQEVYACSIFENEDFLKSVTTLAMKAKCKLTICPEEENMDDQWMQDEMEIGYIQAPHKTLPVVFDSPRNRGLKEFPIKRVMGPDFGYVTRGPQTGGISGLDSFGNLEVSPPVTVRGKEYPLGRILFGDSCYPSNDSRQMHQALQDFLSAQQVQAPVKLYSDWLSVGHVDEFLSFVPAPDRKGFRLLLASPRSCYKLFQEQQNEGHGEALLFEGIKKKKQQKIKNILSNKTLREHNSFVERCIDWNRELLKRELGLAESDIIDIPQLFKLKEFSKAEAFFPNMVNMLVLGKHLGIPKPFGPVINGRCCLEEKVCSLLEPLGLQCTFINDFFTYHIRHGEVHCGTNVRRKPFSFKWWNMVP
MCL1 BIM primary – MCL1-BIM-BH3 interaction inhibition (human) | Q07820 | GST-MCL1 / FITC-Bim-BH3 fluorescence polarization | inhibition, % at 10.9 µM | 320,000 tested, 0.68% active | AID 2057;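 active = inhibition above the mean inhibition of all tested compounds plus 3 SD, set per campaign, cut at about 40% in these data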;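 note: 0% = DMSO wells and 100% = unlabeled Bim-BH3 peptide control; higher means more loss of mP so more displacement of Bim peptide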
BCLXL inh – inhibitors of human Bcl-xL; GST-Bcl-xL / FITC-Bim BH3 peptide fluorescence polarization; inhibition, % at 10.9 µM; 320,000 tested, 0.7% active; AID 2129;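 active = inhibition above the mean of all tested compounds plus 3 SD, cutoff set per campaign, cut at about 30% in these data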;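 note: 0% = DMSO wells and 100% = unlabeled Bim-BH3 peptide competitor; inhibitors lower millipolarization by displacing the labeled peptide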
Target sequence (Q07817 whole entry, looked up): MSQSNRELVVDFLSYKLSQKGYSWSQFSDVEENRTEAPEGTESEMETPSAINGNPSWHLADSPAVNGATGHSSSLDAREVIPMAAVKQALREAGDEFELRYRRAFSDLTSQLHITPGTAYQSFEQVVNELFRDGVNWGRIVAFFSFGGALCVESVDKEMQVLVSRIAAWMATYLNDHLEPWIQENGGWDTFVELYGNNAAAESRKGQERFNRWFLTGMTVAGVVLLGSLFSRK
Fam108B inh – blocks mouse Fam108B hydrolase in RBBP9 counter-screen; 300,000 tested, 0.33% active; inhibition, % at 9.51 µM; recombinant Fam108B, FP-Rh probe fluorescence polarization;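 active = inhibition above the screen mean inhibition plus 3 SD, computed separately per campaign, cut at about 18% in these data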;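 note: inhibitors lower polarization as less probe binds the enzyme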
PME-1 inh – blocks human protein phosphatase methylesterase 1 | recombinant PME-1, FP-Rh probe fluorescence polarization | 320,000 tested, 0.53% active | Q9Y570 | inhibition, % at 5.9 µM;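 active = inhibition above the campaign mean of all compounds plus 3 SD, cut at about 26% in these data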;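 note: competitive labeling of PME-1 active site by serine hydrolase directed probe; 0% = PME-1 with DMSO and 100% = wells lacking PME-1 enzyme; inhibitors block probe labeling so polarization falls and inhibition rises; many of its hits are not listed in these tables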
Starred values were filed as active, the others as inactive; x = no result given. Not all compounds are listed; rates above refer to the full screens.

SMILES	MEX-5 binding	GSTO1 inh	TPT1 inhibitor	GLD-1 TGE inh	PAD4 FP inh	MCL1 BIM primary	BCLXL inh	Fam108B inh	PME-1 inh
COc1cc(/C=C/C(=O)O)cc(S(=O)(=O)Nc2ccccc2Cl)c1OC	0.2	1	-5	0	1	13	5	1	-2
CC(=O)Nc1ccc(/C=N/NC(=O)c2cccc(S(=O)(=O)N3CCOCC3)c2)cc1	1.7	1	1	-2	0	8	7	2	6
Cc1ccc(NC(=S)NCc2ccccc2)cc1C	1.1	10	-3	3	-3	0	0	-4	2
CC(C)c1cc(NC(=O)c2ccccc2)cc(C(C)C)c1O	1.5	-1	-3	2	1	4	4	-6	4
N#Cc1c(/N=C/C=C/c2ccccc2)sc2c1CCCC2	1.3	7	5	-4	-2	1	-1	-2	-1
CCOc1ccc(S(=O)(=O)N2CCCC(C(=O)NCc3cccnc3)C2)cc1Cl (configuration not stated)	-3.0	10	3	-2	1	-2	-1	5	2
Cc1cccc(-c2nnc(-c3ccc(N)cc3)o2)c1	1.0	3	-3	1	-2	-3	2	2	1
CC(C)n1c(NCCc2ccccc2)nc2c1c(=O)n(C)c(=O)n2C	-0.1	5	-3	2	1	-5	0	0	4
Cc1cc(C(=O)Nc2cc(C)on2)on1	-2.1	4	-2	2	0	-3	5	0	-4
CCc1nc2ccccc2n1CC(=O)N1CCN(Cc2ccccc2)CC1	1.3	22	-4	-3	-2	13	10	0	-10
Cc1cc(=O)[nH]c(SCC(=O)O)c1C#N	-3.6	-2	-2	-1	1	4	7	5	9
CN(C)CCNC(=O)c1c(CSc2ccc(Cl)cc2)noc1C(=O)NCc1ccccc1	0.9	6	-1	5	5	-1	4	-4	-20
CN(C)c1ccc(C(C(=O)NCc2ccccc2)N(Cc2ccco2)C(=O)c2snc(C(N)=O)c2N)cc1 (configuration not stated)	-1.5	-3	0	7	2	-4	-1	3	-6
CS(=O)(=O)N1CCN(CC(=O)NC2CCCCC2)CC1	2.7	-5	-3	0	-6	6	4	4	-6
Clc1ccc(-n2nnc(-c3cccnc3)n2)cc1Cl	-0.8	-3	-1	-6	1	3	2	0	3
COC(=O)C1=C(C)N(c2ccc(C)c(C)c2)/C(=C/c2ccc(O)cc2)C1=O	-3.1	5	3	-8	6	13	2	6	24
CSc1ncc(Cl)c(C(=O)Nc2cccnc2)n1	-1.6	2	1	3	-8	-2	4	-4	2
COc1ccc(Cc2nnc(NC(=O)C3CCCO3)s2)cc1OC (configuration not stated)	3.4	-2	1	-2	1	0	-1	-3	-6
Cc1cc(NC(=O)c2sc(Nc3ccc(F)c(Cl)c3)nc2N)no1	0.0	3	-2	-1	-2	3	5	-2	0
COc1ccc(C(=O)N2CCN(Cc3ccccc3C(F)(F)F)CC2)cc1	0.6	0	-3	10	-6	12	3	4	0
CCSc1ncc(Cl)c(C(=O)Nc2ccc(S(=O)(=O)Nc3onc(C)c3C)cc2)n1	1.8	-4	-3	1	-3	15	9	2	-1
Cc1nc(C)c(-c2csc(Nc3ccc(F)cc3)n2)s1	-2.0	13	-2	0	2	-4	2	6	6
COc1ccc(/C=C(/NC(=O)c2ccccc2)C(=O)Nc2cccc(C(=O)O)c2)cc1	-1.2	1	-1	1	0	1	0	-1	3
O=C(Oc1cc(=O)oc2ccccc12)c1ccco1	1.0	-3	-7	2	-7	13	13	-3	0
O=C(O)c1ccc(/C=N/NC(=S)NC2CCCCC2)cc1	-0.2	0	0	6	0	8	6	4	0
C=CCn1c(COc2ccc(OC)cc2)nc2ccccc21	1.4	0	8	-7	-2	-1	0	0	6
Cc1ccc(C(=O)NNc2c3ccccc3nc3ccccc23)cc1	-5.4	9	1	7	1	17	16	7	19
CCOc1cc(/C=N/NC(=O)c2cccnc2)cc(Br)c1OCC(N)=O	-1.7	3	-2	-5	1	5	1	-2	-6
O=C(O)CSc1nnc(COc2cccc3ccccc23)n1Cc1ccccc1	-1.0	9	2	-7	-1	-5	3	0	0
CCOc1ccc2[nH]c(C(=O)N/N=C/c3cccc(OC)c3OC)cc2c1	-1.6	-16	0	5	-2	-7	-2	-3	0
COC(=O)NCCOc1cc(C)ccc1C	1.6	1	-2	-1	-1	6	3	-2	0
Cc1ccccc1Cn1cc(CCC(=O)N2CCOCC2)c2ccccc21	-2.7	2	-3	-3	-2	-8	1	-2	0
Cc1ccccc1NC(=O)Cc1cccs1	-1.8	1	-2	8	-2	-5	4	4	-1
COc1ccccc1CC(=O)N1CCCC(CCC(=O)NCc2ccccc2F)C1 (configuration not stated)	-0.1	8	-2	-1	0	8	3	-5	-2
Cc1cccc2cc(CN(CC3CCCO3)C(=O)c3ccco3)c(=O)[nH]c12 (configuration not stated)	-1.0	-3	-2	-3	3	-1	1	3	-1
Cc1nc2c(C(=O)NCc3cccs3)cnn2c(C)c1Cc1ccccc1	0.7	-9	1	4	-1	3	3	4	0
COC(=O)COc1ccc(S(=O)(=O)NCCC2=CCCCC2)cc1C	-0.8	14	1	1	4	-3	-3	3	8
Cn1c(SCC(=O)NC2CCCCC2)nnc1-c1ccccc1F	1.0	-4	-2	0	-7	-2	0	2	-4
CCc1ccc(N(C(=O)c2csnn2)C(C(=O)NC(C)(C)CC)c2ccccn2)cc1 (configuration not stated)	-1.1	6	1	9	-7	-7	2	2	-1
COc1ccccc1C(=O)N/C(=C/c1ccc(Br)cc1)C(=O)NCCO	0.2	5	-3	-4	3	6	2	3	0
CCCn1c(CCc2ccccc2)n[nH]c1=S	-0.3	2	5	1	-5	-9	-16	-1	0
CC(=O)NCCc1nc2ccccc2n1Cc1cc(C)ccc1C	x	-9	2	-6	-3	4	5	2	-7
COc1ccc(CN(C)C(=O)C2CC(=O)N(c3ccc4c(c3)OCCO4)C2)c(OC)c1 (configuration not stated)	x	x	x	1	-2	-9	-1	x	-1
COc1ccc(CNC(=O)C2CCCN2C(=O)NC2CCCCC2)cc1 (configuration not stated)	2.0	-1	-4	8	-6	-3	4	-1	1
Cc1ccc(C(=O)Nc2ccncc2)c(C)c1	2.6	-4	3	-7	-4	-8	-5	2	-2
COc1ccc(/C=N/NC(=O)Nc2cccc3nsnc23)cc1OC	-9.1	-3	9	-17	-3	-9	0	-4	-3
O=c1[nH]c(-c2ccc(Cl)cc2)cs1	0.9	1	4	-11	3	5	6	9	2
Cc1ccc(Cl)cc1NC(=O)CC(O)(C(F)(F)F)C(F)(F)F	-0.1	-6	0	8	-2	3	3	1	-4
CCc1cc(=O)oc2cc(C)cc(OC(=O)c3ccco3)c12	2.9	10	2	4	-1	4	8	-4	-5
C=CCn1c(-c2ccc(OC)cc2)csc1=Nc1c(C)n(C)n(-c2ccccc2)c1=O	-0.2	5	2	4	2	4	6	-2	4
Cn1c(C(=O)O)c(CC(=O)Nc2ccc3c(c2)OCCO3)c2ccccc21	4.1	6	1	11	-2	6	12	0	0
COc1ccc(NC(=O)CN(C)C(=O)CCc2nc3cc(S(=O)(=O)N4CCOCC4)ccc3n2C)cc1	0.2	-9	-1	-1	-5	10	6	1	3
COc1ccc(C(C)=O)cc1CS(=O)(=O)CC(=O)NCCc1c[nH]c2ccccc12	x	x	x	1	-1	9	3	x	2
CC(=O)c1cccc(-n2nnnc2SCC(=O)NNC(=O)C2CCCCC2)c1	0.1	20	-6	-4	0	3	-1	-2	1
C#CCOCCOCCOCCNc1nc(N2CCN(C(=O)CCCCCCCCCCNC(=O)[C@@H](CCC(=O)O)n3cc(CCCCCN)nn3)CC2)nc(N2CCN(C(=O)CCCCCCCCCCNC(=O)[C@H](CO)n3cc(CCCCCN)nn3)CC2)n1	x	5	-2	-1	3	-2	3	1	-3
Cc1ccc(S(=O)(=O)N2CCC3(CC2)CC(=O)c2ccccc2O3)cc1	-0.9	10	-1	2	1	4	4	1	5
CC1CCN(C2=NC(=O)/C(=C/c3ccc(O)cc3)S2)CC1	4.8	2	2	-6	3	7	3	4	5
CCC1=C(OC(=O)c2ccccc2)C(C)(C)C(c2ccccc2)OC1=O (configuration not stated)	-0.4	-7	-2	0	2	3	-1	-2	2
O=C1/C(=C/c2cccc(Cl)c2)CSc2sccc21	2.1	1	3	3	-1	56*	6	0	-1
C=CCN1CN=C(NS(=O)(=O)c2ccc(NC(C)=O)cc2)NC1	0.7	8	-2	10	2	7	5	4	4

More results
SMILES	MEX-5 binding	GSTO1 inh	TPT1 inhibitor	GLD-1 TGE inh	PAD4 FP inh	MCL1 BIM primary	BCLXL inh	Fam108B inh	PME-1 inh
Cc1nnc(-c2cccc(Br)c2)c2cn(-c3ccccc3)nc12	-2.2	-8	-2	3	-1	-3	4	0	-7
CCOC(=O)NC1(NC2CCCCC2)Oc2ccccc2O1	-3.2	52*	4	11	5	17	10	0	4
COc1ccc(-c2csc(C3=C(O)CN(Cc4ccc(Cl)cc4)C3=N)n2)cc1OC	3.9	14	-1	-2	1	-3	-1	2	2
Cc1nc(SCC(=O)c2ccc(Cl)s2)c2oc3ccccc3c2n1	-9.3	7	5	-4	-3	-2	1	-10	-5
CCOC(=O)N1CCN(C(=O)/C(=C/c2ccc(Cl)cc2)NC(=O)c2ccccc2)CC1	0.5	7	-2	10	3	6	8	-1	3
COc1ccc(C2SCCN2C(=S)Nc2cccc(C(F)(F)F)c2)cc1 (configuration not stated)	1.9	-2	0	1	0	13	5	1	-6
O=C(NCCc1ccccc1)C(NS(=O)(=O)c1cccc2nsnc12)c1ccccc1 (configuration not stated)	x	0	2	5	-3	4	5	4	0
CCC1=NN(C(=O)c2cccc(Br)c2)C(O)(c2ccc(Br)cc2)C1 (configuration not stated)	0.5	1	4	4	0	3	1	-1	6

Bioassay records from PubChem BioAssay.
